High-throughput results (PubChem)
NPC1 prom act – qHTS Assay for NPC1 Promoter Activators. Huh7 NPC1 promoter luciferase reporter, 24 h. Potency, µM (doses to about 9.22 µM), without a hit: at the top dose activation, hits mostly activators. 2.4% of 320,000 active. AID 485313, 2010;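 note: % of control where 0% means no effect; nearly all actives have a fitted effect of over 60% in size; reporter is driven by a mutant NPC1 promoter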
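Huh7 cells stably carrying NPC1 promoter–luciferase, plated in Opti-MEM with 10% FBS for 2 h, were exposed to compound in DMSO for 24 h at 37 °C; luciferase reagent was added for 10 min and luminescence read.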
BRCA1 expr act – qHTS Assay to Identify Small Molecule Activators of BRCA1 Expression. MCF7-BRCA1-FFLuc reporter, luminescence, 48 h; response scale: scaled: vehicle 0%, 10 µM genistein 100%. Potency, µM (doses to about 46.1 µM), inactives show top-dose activation, actives largely listed as activators. AID 624202, 2012. 1.1% of 380,000 active; note: nearly all actives have a fitted effect of over 80% in size; some results filed as inactive show a strong effect at the top dose
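Using MCF7 cells harboring a BRCA1 firefly luciferase reporter, plated 2 h before compound pinning, the screen measured luminescence after 48 h incubation. Responses were normalized to DMSO and 10 microM genistein, then fitted for concentration-effect.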
MLL CXXC-DNA inh – qHTS Fluorescence Polarization Assay for Inhibitors of MLL CXXC domain - DNA interaction | Potency, µM (doses to about 115 µM), for inactives: at the highest dose activity change, negative = inhibition, usual class: inhibitors | 0.037% of 290,000 active | MLL-CXXC / FITC-HOXA9 DNA fluorescence polarization | Histone-lysine N-methyltransferase 2A (Homo sapiens), Q03164; active = well fitted inhibition curve with a large enough effect in the polarisation, with a control signal flat, not every such curve was filed as active; inconclusive = small, poorly fitted or top-dose-only effect, or effect the other way, or a change in a side signal; inactive = no such curve, though single readings can be large or run the other way; the % refers to the polarisation
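Purified MLL-CXXC (added from a 7 uM solution) was preincubated 5 min at ambient with pinned compounds in 50 mM Tris-HCl pH 7.5, 50 mM NaCl, 1 mM DTT, 0.05% BSA. Fluorescein-labeled HOX-A9 DNA (50 nM solution) followed, 30 min, then polarization read.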
FLuc modulator – qHTS profiling assay for firefly luciferase inhibitor/activator using purifed enzyme and Km concentrations of substrates (counterscreen for miR-21 project); Luciferin 4-monooxygenase (Photinus pyralis), P08659; purified FLuc, Km substrates, luminescence inhibition; Potency, µM (series often up to 57.5 µM), without a hit: top-dose activity change, negative = inhibition, most hits filed as inhibitors; 6.9% of 360,000 active;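 note: plate controls were vehicle for no effect and reference inhibitor for full effect; nearly all actives have a fitted effect of over 55% in size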
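Purified P. pyralis luciferase (10nM final) with 10uM D-luciferin and 10uM ATP (Km levels) in 50mM Tris acetate pH 7.5, 10mM Mg acetate, 0.01% Tween-20, 0.05% BSA; qHTS 6-point titration, ~60 µM downward; luminescence read.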
uPA generation – qHTS for Inhibitors of Cell Surface uPA Generation. 0.31% of 330,000 active. cell surface uPA generation assay, qHTS. Potency, µM (titrated, usually from 38.3 µM), for the others: at the highest dose activity change, negative = inhibition, most hits filed as inhibitors. AID 540303, 2011; active = well fitted inhibition curve with a large enough effect; inconclusive = small, poorly fitted or top-dose-only effect; inactive = no such curve, though single readings can be large or run the other way; tested in mouse RAW 264.7 cells; note: % is set by controls: 0 for no effect and ±100 for the full control effect; nearly all actives have a fitted effect of over 55% in size
MBNL1 CUG block – qHTS Assay for Inhibitors of MBNL1-poly(CUG) RNA binding | AID 2675, 2010 | 0.036% of 280,000 active | Potency, µM (titrated, usually from 57.5 µM), for inactives: top-dose activity change, negative = inhibition, most hits filed as inhibitors | Muscleblind-like protein 1 (Homo sapiens), Q9NR56 | TR-FRET MBNL1-His/biotin-(CUG)12 binding, 665/545 ratio; active = well fitted inhibition curve with a large enough effect in the signal ratio, with a control signal flat, not every such curve was filed as active; inconclusive = small, poorly fitted or top-dose-only effect, or effect the other way, or a change in a side signal; inactive = no such curve, though single readings can be large or run the other way; the % refers to the signal ratio; note: % is set by controls: 0 for no effect and ±100 for the full control effect
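TR-FRET between His-tagged MBNL1 and biotin-(CUG)12 RNA, detected with Tb anti-His antibody (0.055 ng/ul) and streptavidin-XL665 (5 nM), 60 min at room temperature. Compounds titrated 92 nM to 58 uM; 665/545 nm ratio normalized to buffer and complex controls.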
RORg inh – qHTS for inhibitors of ROR gamma transcriptional activity; Nuclear receptor ROR-gamma (Mus musculus), P51450; Drosophila S2 Gal4-RORgamma UAS-luciferase reporter, 20 h; Potency, µM (doses to about 53.6 µM), for the others: top-dose activity change, negative = inhibition, most hits filed as inhibitors; 5.4% of 310,000 active; note: % is set by controls: 0 for no effect and ±100 for the full control effect; nearly all actives have a fitted effect of over 60% in size
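In this cell-based reporter format, copper sulfate (700 uM final) drives Gal4–ROR gamma fusion expression from a metallothionein promoter in Drosophila Schneider cells; compounds preincubated 1 hr, reporter read after 20 hr at ambient temperature.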
Gal4-VP16 FLuc – VP16 counterscreen qHTS for inhibitors of ROR gamma transcriptional activity | Drosophila S2 Gal4-VP16 UAS-luciferase, luminescence, 20 h | Potency, µM (titrated, usually from 53.6 µM), for the others: at the top dose activity, negative = inhibition, most hits filed as inhibitors | 3.5% of 310,000 active;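 note: Gal4-VP16 expression switched on by copper sulfate through the metallothionein promoter; % is set by controls: 0 for no effect and ±100 for the full control effect; nearly all actives have a fitted effect of over 50% in size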
ELG1 genotox – qHTS screen for small molecules that induce genotoxicity in human embryonic kidney (HEK293T) cells expressing luciferase-tagged ELG1; 1.3% of 330,000 active; HEK293T ELG1-luciferase reporter, luminescence, 16 h; Potency, µM (titrated, usually from 46 µM), without a hit: at the top dose activity change, positive = activation, actives largely listed as activators; note: % of control where 0% means no effect; nearly all actives have a fitted effect of over 60% in size
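DMSO vehicle served as control against compound-treated ELG1-luciferase HEK293T cells; exposure lasted 16 hr at 37 °C and 5% CO2, followed by ONE-Glo luminescence detection after 30 min.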
Rab9 promoter act – qHTS Assay for Rab9 Promoter Activators. Huh7 Rab9 promoter-luciferase reporter, luminescence, 24 h. Potency, µM (series often up to 9.22 µM), inactives show at the highest dose activation, negative = inhibition, hits mostly activators. 2.8% of 320,000 active. AID 485297, 2010; note: % of control where 0% means no effect; nearly all actives have a fitted effect of over 60% in size
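Quantitative HTS format; Huh7 Rab9-luciferase reporter cells (1500/well) receive compound 2 h post-plating, incubate 24 h at 37 °C, then get luciferase reagent for 10 min before luminescence reading.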
p53 reactivation – qHTS assay for re-activators of p53 using a Luc reporter | H1299 p53-A138V BP100-luciferase reporter, luminescence, 24 h | 0.063% of 320,000 active | Potency, µM (highest dose often 92.2 µM), without a hit: top-dose activity change, positive = activation, actives largely listed as activators | AID 504706, 2011; note: % of control where 0% means no effect; nearly all actives have a fitted effect of over 45% in size
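H1299 (p53-null), stable ts p53-A138V + BP100-Luc; 1000 cells/well, Opti-MEM/10% FBS; cpd 4 pt, 1:5; 24 h, 37 deg C, 5% CO2; detection reagent 10 min RT; luminescence.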
* = called active by the depositor; u = inconclusive; x = no result given; [ ] = dose if it differs, or a comment. Unless noted, calls come from the whole dose curve; as a rule, active = well fitted curve in the direction sought with a large enough effect; inconclusive = small, poorly fitted or top-dose-only effect, or another doubt; inactive = no such curve, though single readings can be large; an effect the other way counts as inactive or inconclusive. Potency is the fitted concentration of half-maximal effect.

Values run as follows: NPC1 prom act	RORg inh	MLL CXXC-DNA inh	MBNL1 CUG block	uPA generation	ELG1 genotox	p53 reactivation	Rab9 promoter act	Gal4-VP16 FLuc	BRCA1 expr act	FLuc modulator
- CCOc1ccc(NC(=O)COC(=O)CCC(=O)c2cccs2)cc1
→ 2%	x	x	x	-3%	-1%	-4%	1%	x	17%	u
- C[C@H](NC(=O)[C@@H]1Cc2ccccc2CN1)C(=O)Nc1ccc2c(c1)OCO2
→ 9%	-6%	-2%	4%	-13%	5%	9%	2%	6%	-3%	-6%
- COCCCNc1oc(-c2ccccc2F)nc1C#N
→ 19%	18%	10%	9%	u	29%	10%	u	8%	76%	u
- O=C1Nc2ccc(S(=O)(=O)NCCC3=CCCCC3)c3cccc1c23
→ -1%	37%	5%	21%	-2%	-2%	3%	-7%	3%	-34%	-1%
- O=C(c1ccco1)N1CCN(c2ccc(S(=O)(=O)N3CCCC3)cc2)CC1
→ 2%	21%[10 µM]	-1%	-5%	-11%	-6%	1%	-11%	0%	-4%	-1%
- CCn1cc(C(=O)NCc2ccccc2)c(=O)c2cc(F)c(N3CCN(C(=O)c4ccco4)CC3)cc21
→ -10%	22%	-4%	4%	-5%	-27%	-4%	-4%	-18%	-80%	0%
- Cc1ccc(Cn2ccc(NC(=O)c3cc(C(C)C)on3)n2)cc1
→ 10%	u	4%	4%	10%	2%	u	10%	10%	54%	u
- CCOC(=O)c1ccc(-n2c(C)nc3c(cnn3-c3ccccc3Cl)c2=O)cc1
→ 1%	u	-11%	1%	0%	-4%	-3%	-3%	-1%	-1%	3%
- O=C(c1cccs1)N1CCCC(c2nc3c(nnn3Cc3ccccc3Cl)c(=O)[nH]2)C1 (configuration not stated)
→ -1%	u	5%	-5%	-2%	1%	-5%	3%	0%	-14%	1%
- COc1ccc(C(C#N)=C2C=CC(=NO)C=C2)cc1
→ -1%	u	-13%	11%	-6%	-4%	u	0%	u	-37%	17µM*
- Oc1ccccc1N1CCN(c2ncnc3sc(-c4ccccc4)cc23)CC1
→ -2%	-5%	-4%	17%	9%	-9%	-4%	-1%	-1%	9%	-12%
- CCOc1cc(CNCCCN2CCOCC2)cc(Cl)c1OCC(=O)NC(C)(C)C
→ -5%	9%	11%	-6%	-5%	0%	-4%	-3%	0%	-11%	0%
- Cc1ccc(C2=NS(=O)(=O)N(C)C(C(=O)Nc3ccc4c(c3)OCO4)=C2)cc1
→ 1%	u	x	u	-12%	8%	24%	-4%	u	-21%	u
- O=C1C(=O)N(CCO)C(c2ccccc2[N+](=O)[O-])/C1=C(\O)c1ccccc1 (configuration not stated)
→ -7%	12%	0%	22%	6%	-1%	1%	0%[1.84 µM]	8%	-12%	2%
- CCOc1ccc(Nc2nc(N)nc(CCl)n2)cc1
→ -43%[inhibitor]	u	-5%	-11%	-8%	10%	11%	-53%[inhibitor]	u	-35%	3µM*

Taken from the entries so far (5 entries):
Values run as follows: NPC1 prom act	RORg inh	MLL CXXC-DNA inh	MBNL1 CUG block	uPA generation	ELG1 genotox	p53 reactivation	Rab9 promoter act	Gal4-VP16 FLuc	BRCA1 expr act	FLuc modulator
- Oc1ccccc1N1CCN(c2ncnc3sc(-c4ccccc4)cc23)CC1
→ -2%	-5%	-4%	17%	9%	-9%	-4%	-1%	-1%	9%	-12%
- CCOc1cc(CNCCCN2CCOCC2)cc(Cl)c1OCC(=O)NC(C)(C)C
→ -5%	9%	11%	-6%	-5%	0%	-4%	-3%	0%	-11%	0%
- Cc1ccc(C2=NS(=O)(=O)N(C)C(C(=O)Nc3ccc4c(c3)OCO4)=C2)cc1
→ 1%	u	x	u	-12%	8%	24%	-4%	u	-21%	u
- O=C1C(=O)N(CCO)C(c2ccccc2[N+](=O)[O-])/C1=C(\O)c1ccccc1 (configuration not stated)
→ -7%	12%	0%	22%	6%	-1%	1%	0%[1.84 µM]	8%	-12%	2%
- CCOc1ccc(Nc2nc(N)nc(CCl)n2)cc1
→ -43%[inhibitor]	u	-5%	-11%	-8%	10%	11%	-53%[inhibitor]	u	-35%	3µM*

(continued)
Values run as follows: NPC1 prom act	RORg inh	MLL CXXC-DNA inh	MBNL1 CUG block	uPA generation	ELG1 genotox	p53 reactivation	Rab9 promoter act	Gal4-VP16 FLuc	BRCA1 expr act	FLuc modulator
- O=C(O)c1ccc2c(c1)C(=O)N(Cc1ccccc1)C2=O
→ -4%	-3%[0.365 µM]	-5%	20%	-2%	5%	-6%	-2%	x	8%	7%
- O=C(c1cccc(S(=O)(=O)N2CCCC2)c1)N1CCOCC1
→ 5%	x	x	x	0%	3%	2%	6%	x	1%	4%
- CCc1ccc(OCc2nnc(SCC(=O)N3CCN(c4ccccc4)CC3)o2)cc1
→ -1%	-12%	2%	0%	-1%	-1%	2%	-7%	-16%	-20%	0%
- CCCCCCNC(=O)C(C#N)c1nc2ccccc2nc1N1CCCC1 (configuration not stated)
→ 3%	-14%	u	2%	9%	3%	-1%	-1%	5%	-19%	7%
- O=C(NCc1ccccn1)c1nc(-c2ccc(C(F)(F)F)cc2)no1
→ -3%	11%	43%[activator]	-3%	-7%	-1%	2%	0%	-13%	0%	1%
- CS(=O)(=O)N(Cc1ccccc1)c1ccc(C(=O)NCc2ccccc2)cc1
→ 0%	10%	3%	-4%	x	-1%	-5%	-7%	7%	-21%	0%
- Cc1cc(NCc2ccco2)n2ncnc2n1
→ -2%	-7%	10%	-7%	0%	0%	-7%	-5%	3%	-22%	6%
- O=C(CC12CC3CC(CC(C3)C1)C2)NC(=S)N1CCCCC1
→ 1%	4.5µM*	-5%	3%	1%	-1%	12%	0%	3.5µM*	30%	0%
- COc1cc(OC)cc(C(=O)N[C@H](C(=O)NCc2ccco2)C(C)C)c1
→ 0%	11%	-4%	-9%	-6%	-2%	-3%	1%	5%	0%	0%
- CCCCCOc1ccc(Cl)cc1CN1CCOCC1
→ 21%	44%	17%	-4%	10%	21µM*	u	u	17%	71%	15µM*
- COc1ccccc1N1CCN(C(=O)c2cc3c(-c4ccc(Cl)cc4)nn(C)c3s2)CC1
→ -1%	1%	-7%	-1%	2%	-7%	5%	1%	3%	-12%	-2%
- O=C(CC(=O)N/N=C/c1ccc(O)cc1)N/N=C/c1ccc(O)cc1
→ -6%	-3%	3%	0%	0%	0%	-2%	-4%	-16%	-10%	-19%
- COc1ccc(CCC(=O)NCC(=O)OCc2ccccc2)cc1
→ -7%	-10%	u	-1%	0%	3%	5%	-1%[1.84 µM]	2%	1%	2%
- CN(Cc1ccc(F)cc1)C(=O)c1cc(COc2ccc(F)cc2F)on1
→ -5%	u	4%	-5%	-2%	-5%	0%	0%	-7%	11%	-1%
- COc1cc(C(=O)NCCNC(=O)C2CCCNC2=O)cc(OC)c1OC (configuration not stated)
→ 2%	18%	0%	-2%	2%	4%	-2%	-5%	2%	-5%	-2%

Remaining list, next part.
Values run as follows: NPC1 prom act	RORg inh	MLL CXXC-DNA inh	MBNL1 CUG block	uPA generation	ELG1 genotox	p53 reactivation	Rab9 promoter act	Gal4-VP16 FLuc	BRCA1 expr act	FLuc modulator
- COc1ccccc1OCC(=O)Nc1cccc(N(C)S(C)(=O)=O)c1
→ 12%	u	-1%	-4%	x	2%	2%	0%	5%	10%	17µM*
- CC(Nc1nc(N2CCCC2)nc2ccccc12)c1ccccc1 (configuration not stated)
→ -1%	u	u	-3%	-6%	-20%	u	-7%	0%	-57%	3%
- CC(=O)N1N=C(c2ccncc2)OC12CCCC2
→ -2%	-18%	-1%	5%	0%	2%	-5%	-8%	-5%	-3%	-1%
- COc1ccc(C(=O)c2sc(Nc3ccccc3)nc2N)cc1
→ 8%	u	-1%	14%	35%[activator]	2%	-67%[inhibitor]	19%	-6%	0%	-18%
- c1ccc2c(c1)Cc1ccccc1O2
→ 0%	x	x	x	-26%	-1%	3%	-1%	x	1%	-13%
- CC(C)(C)OC(=O)NCCc1nnc(SCc2ccccc2Cl)o1
→ 14%	43%	-10%	5%	5%	-5%	-2%	-9%	26%	-1%	1%

This is a subset; count on the stated rates, not on these rows.
